# High-throughput results (PubChem)
# PLK1 PBD block – PLK1 (human) polo-box domain binding inhibition; 2.8% of 360,000 active; AID 720504; Plk1 PBD binding of FITC phosphopeptide, fluorescence polarization; Potency, µM, for the others: max response, negative = inhibition, hits mostly inhibitors; P53350; note: potency is the fitted concentration of half-maximal effect; series mostly up to about 57 µM; % is set by controls: 0 for no effect and ±100 for the full control effect; nearly all actives have a fitted effect of over 65% in size
# Target sequence (P53350 whole entry, looked up, the tested form may be a part): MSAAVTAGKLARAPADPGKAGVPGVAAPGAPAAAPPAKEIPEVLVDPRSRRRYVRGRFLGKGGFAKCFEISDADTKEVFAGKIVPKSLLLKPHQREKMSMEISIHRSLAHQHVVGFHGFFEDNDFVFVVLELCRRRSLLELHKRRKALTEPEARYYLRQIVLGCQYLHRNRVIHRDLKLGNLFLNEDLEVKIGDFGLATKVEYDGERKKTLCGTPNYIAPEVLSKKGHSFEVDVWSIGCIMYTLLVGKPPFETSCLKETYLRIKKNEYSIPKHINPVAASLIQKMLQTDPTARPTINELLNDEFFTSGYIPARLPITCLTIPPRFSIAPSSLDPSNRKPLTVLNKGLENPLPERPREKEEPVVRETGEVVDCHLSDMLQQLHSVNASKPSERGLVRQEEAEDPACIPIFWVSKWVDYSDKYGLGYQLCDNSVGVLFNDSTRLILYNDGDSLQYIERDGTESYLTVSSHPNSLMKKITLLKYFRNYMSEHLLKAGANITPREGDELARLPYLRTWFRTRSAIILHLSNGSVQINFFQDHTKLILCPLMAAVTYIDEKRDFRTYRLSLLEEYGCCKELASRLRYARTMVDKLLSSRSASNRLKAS
# DRD3 antagonist – D3 dopamine receptor (human) antagonism | P35462 | D3R cells, DiscoveRx beta-arrestin luminescence, antagonist mode; stronger effect = lower value | max response, negative = inhibition, % | 2.5% of 360,000 active | AID 652054; in the data active = max response below about -50%; inconclusive = no clear call, values can overlap the other calls; note: % is set by controls: 0 for no effect and ±100 for the full control effect; mostly tested at two doses, the higher about 12 µM
#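 Cells expressing the human receptor were seeded at 1500 cells/well, incubated overnight at 37 degrees C in 5% CO2, then exposed to library compounds with dopamine controls for 90 minutes at 37 degrees C before luminescent detection.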
# PI5P4Ka inh – PI5P4K alpha (human) kinase inhibition | PI5P4Kalpha enzyme, ADP-Glo luminescence, 60 min; stronger effect = lower value | max response, % | 1.2% of 330,000 active | AID 652105; active = max response of -50% or lower; inconclusive = between -30% and -50%; inactive = -30% or higher; note: value at the top dose of about 77 µM; % is set by controls: 0 for no effect and ±100 for the full control effect
# Target sequence (P48426 whole entry, looked up): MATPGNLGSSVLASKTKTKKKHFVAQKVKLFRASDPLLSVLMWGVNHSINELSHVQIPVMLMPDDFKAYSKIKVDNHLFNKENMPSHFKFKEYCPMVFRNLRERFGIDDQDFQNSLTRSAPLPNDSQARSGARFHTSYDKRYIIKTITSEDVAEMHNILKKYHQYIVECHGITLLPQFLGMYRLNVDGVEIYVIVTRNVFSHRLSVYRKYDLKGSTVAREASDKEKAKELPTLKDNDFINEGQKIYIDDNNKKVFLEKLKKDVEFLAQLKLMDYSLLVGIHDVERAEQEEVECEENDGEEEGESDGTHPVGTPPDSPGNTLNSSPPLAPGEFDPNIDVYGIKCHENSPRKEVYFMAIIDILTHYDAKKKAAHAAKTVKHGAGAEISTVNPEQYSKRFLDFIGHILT
#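 PI5P4Kalpha ADP-Glo assay; 5 microM ATP final; 60 min RT reaction; HEPES pH 7.4/EGTA/CHAPS, 5% DMSO; controls lacking substrate or enzyme; luminescent end-point.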
# GLP-1R inv ag – GLP-1 receptor (human) inverse agonism. P43220. HEK293 GLP-1R CRE-luciferase, luminescence, 24 h; GLP-1R form is constitutively active. Potency, µM (series often up to 38.3 µM), for the others: at the highest dose activity change, negative = inhibition, usual class: inhibitors. 1.6% of 410,000 active. AID 624417; note: potency is the fitted concentration of half-maximal effect; % is set by controls: 0 for no effect and ±100 for the full control effect; nearly all actives have a fitted effect of over 55% in size
#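 Using stably transfected HEK293 (constitutively active GLP-1R, cAMP-luciferase reporter), compounds were incubated 24 hr and luciferase measured by luminescence.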
# WRN helicase inh – WRN helicase (human) inhibition | Q14191 | WRN helicase unwinding, fluorescent forked duplex, kinetic | Potency, µM (top dose mostly 114 µM), for inactives: at the highest dose activity change, negative = inhibition, usual class: inhibitors | 0.46% of 360,000 active | AID 651768; note: potency is the fitted concentration of half-maximal effect; % is set by controls: 0 for no effect and ±100 for the full control effect; nearly all actives have a fitted effect of over 55% in size
#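 Screening of the MLSMR collection measured strand separation of a quenched forked DNA duplex (100 nM) by 20 nM WRN with 2 mM ATP, all final. Compounds were preincubated with enzyme 15 min at room temperature.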
# IL2 activator – IL-2 activation. IL-2 activation reporter assay, cell-based qHTS; stimulated with anti-CD3/CD4/CD28 beads; in transgenic mouse T cells. activation, % (series mostly up to about 46 µM). 0.065% of 360,000 active; in the data active = activation above about 50%; inconclusive = mostly about 30% to 49%; note: 0% is about no effect
#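 Quantitative HTS in unstimulated transgenic mouse T cells, with memory T cells as non-tolerant control and PMA/ionomycin as tolerance-bypass control. Compound pretreatment lasted 60 minutes before 18 h bead stimulation; EGFP/DsRed fluorescence read.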
# D3 ag – agonists of human D3 dopamine receptor; 0.58% of 410,000 active; D3R DiscoveRx beta-arrestin cells, luminescence, 90 min; P35462; max activation, %; AID 652048; in the data active = max activation above about 30%; note: 0% is about no effect; mostly tested at two doses, the higher about 12 µM
#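 Cells at 1500/well, incubated overnight, then treated with pinned compounds (dopamine as control) for 90 min at 37 degrees C. DiscoveRx reagent added for 30 - 60 minutes at room temperature; luminescence read.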
# HEK293 tox – cytotoxic in the GLP-1 receptor inverse agonist counter-screen | HEK293 cAMP-luciferase reporter cells, luminescence, 24 h | 0.13% of 410,000 active | AID 624418 | Potency, µM (titrated, usually from 38.3 µM), without a hit: top-dose activity change, negative = inhibition, most hits filed as inhibitors;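 note: loss of luciferase light is scored as toxicity; potency is the fitted concentration of half-maximal effect; % is set by controls: 0 for no effect and ±100 for the full control effect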
#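 To flag toxic compounds, the library was rerun on cells for 24 hr at 37 deg C and 5% CO2. Viability-linked luminescence was captured 12 min after adding luciferase detection reagent.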
# GLP-1R agonist – agonists of human GLP-1 receptor; P43220; HEK293 GLP-1R CRE-luciferase, luminescence, 4-6 h; cells express a hypersensitive GLP-1R form; Potency, µM (doses to about 45.6 µM), without a hit: at the highest dose activation, hits mostly activators; 0.007% of 380,000 active; AID 624172; note: potency is the fitted concentration of half-maximal effect; % of control where 0% means no effect
# * marks the source's active call; other numbers are inactive results; ? = inconclusive; · = no result given; [ ] = dose if it differs, or a comment. Unless noted, calls come from the whole dose curve; as a rule, active = well fitted curve in the direction sought with a large enough effect; inconclusive = small, poorly fitted or top-dose-only effect, or another doubt; inactive = no such curve, though single readings can be large; an effect the other way counts as inactive or inconclusive.
SMILES,PLK1 PBD block,DRD3 antagonist,PI5P4Ka inh,GLP-1R inv ag,WRN helicase inh,IL2 activator,D3 ag,HEK293 tox,GLP-1R agonist
COCCNC(=S)N(CCc1c(C)[nH]c2ccc(F)cc12)Cc1ccc(C)cc1,0.3%,-5.8,26.4,?,-8.6%,-0.8,-3.2,-24.2%,17.9%
COc1cc2c(cc1OC)C(c1cc(Br)ccc1F)N(C(=O)CCl)CC2 (stereo not drawn),-19.5%,-86.7*,0.5,?,-7.8%,-3.4,-1.8,?,-6.3%
Nc1c(NCCN2CCCCC2)c2ccccc2oc1=O,?,-5.2,-3.8,19.0%,-1.2%,-0.2,3.3,1.1%,-0.6%
Cc1cc(=O)oc2c1c(C)nn2-c1ccc(Cl)cc1,-7.2%,-0.9,1.2,-5.0%[7.66 µM],-2.0%,2.6,-6.2,-0.9%[7.66 µM],3.8%
CCOC(=O)C1CCN(C(=O)CC(C)c2ccccc2)CC1 (stereo not drawn),23.8µM*,10.2,?,?,0.9%,-0.5,1.9,2.0%,5.2%
COc1cc(C)c(Cl)cc1S(=O)(=O)n1ccnc1,-18.4%,0.7,1.5,11.5%,-1.7%,0.4,4.9,13.5%,5.1%
CC(O)c1ccc2c(c1)OCCOCCN(C)CCOCCO2 (stereo not drawn),-2.6%,36.9,-2.6,0.3%,-3.4%,-0.6,2.5,-5.9%,0.9%
CCOc1ccc(C(=O)/C=C/Nc2ccc(S(=O)(=O)Nc3cc(C)nc(C)n3)cc2)cc1,-8.8%,1.7,3.4,4.7%,-18.4%[57.1 µM],2.9,19.5,85.7%[activator],14.5%
O=C(Nc1ccc(O)cc1)c1cc2ccccc2c(=O)s1,-3.4%,-4.0,22.3,-10.1%,-21.8%,0.0,6.0,-26.7%,0.3%
CCC(=O)c1ccc(OCC(=O)OC(C)C(=O)NCc2ccc3c(c2)OCO3)cc1 (stereo not drawn),-2.5%,-2.8,-3.9,0.2%,5.3%,0.7,-11.8,-13.3%,1.0%
Cc1ccnc(NS(=O)(=O)c2ccc(NC(=O)C3CCCO3)cc2)n1 (stereo not drawn),-5.1%,15.6,·,3.1%,-4.9%,-0.1,7.3,0.0%,-7.5%
O=C(COC(=O)/C=C/c1ccc(C(F)(F)F)cc1)NCC1CCCCC1,-0.2%,3.5,0.8,6.2%,4.4%,1.6,3.8,4.0%,-2.9%
COc1ccc(N2C(=O)CC(N3CCN(c4ccc(S(=O)(=O)N5CCCC5)cc4)CC3)C2=O)cc1 (stereo not drawn),0.4%,0.6,4.1,5.5%,-9.8%,0.1,-0.2,-0.2%,-1.2%
Cn1c(=O)c(=O)n(C)c2cc(S(=O)(=O)N3CC(=O)N(CCc4ccccc4)C(=O)C3)ccc21,-8.2%,-4.6,-2.9,0.9%,2.3%,-0.3,-1.1,2.7%,6.0%
Cc1[nH]c2ccc(C(=O)OCC(=O)Nc3cccc(S(N)(=O)=O)c3)cc2c1C,-3.2%,-0.5,-5.4,16.3%,-8.8%,3.0,0.3,-11.5%,3.8%
C=C(C)CN(CC)C(=O)CC1C(=O)NCCN1CC(C)(C)C (stereo not drawn),-0.9%,5.7,-1.2,5.0%,-0.8%,-0.1,-11.7,3.6%,0.1%
COC(=O)Cn1c2ccccc2c2nc(=O)cc(C)n21,-24.8%,1.9,-5.7,2.2%,-1.4%,-0.7,2.2,9.8%,7.4%
O=C(c1cc2cc(Cl)ccc2o1)N1CCCCCC1,-1.3%,-4.6,1.4,?,-7.3%,-1.0,-5.1,8.7%,19.2%
S=C(NCCc1ccccn1)Nc1cc(Cl)cc(Cl)c1,-14.4%,-1.7,13.4,?,0.7%,-0.8,-5.4,?,13.7%
O=C(COC(=O)c1cccnc1Cl)Nc1cccc(S(=O)(=O)N2CCCCC2)c1,-5.9%,4.4,0.3,-11.0%,-0.1%,0.0,6.2,4.5%,8.6%
COc1ccc(C2=NC(C)(C)Cc3cc(OC)c(OC)cc32)cc1,2.0%,0.2,0.8,123.1%[activator],6.9%,-0.2,-6.1,-1.1%,25.7%
Cc1ccc(NC(=O)C2CCN(c3ncnc4sc(C)c(C)c34)CC2)cc1S(=O)(=O)N(C)C,7.9%,23.4,-1.6,?,-6.2%,-0.9,-3.3,-5.8%,5.6%
CCc1ccc(Nc2nnc(SCC(=O)Nc3cccc(S(=O)(=O)NC4=NCCCCC4)c3)s2)cc1,-7.1%,7.8,-13.3,?,-2.0%,-0.4,2.2,-20.9%,-13.8%
O=S(=O)(c1ccc(F)cc1)N1CCC(c2nc3ccccc3[nH]2)CC1,-4.4%,-9.3,2.4,11.4%,3.5%,-2.8,-13.4,-8.3%,5.1%
CC(NC(=O)Cc1ccccc1)c1cc2c(cc1Br)OCCCO2 (stereo not drawn),-10.8%,-3.6,-6.3,17.8%,-20.5%,-0.4,0.5,-0.6%,-4.8%

# Remaining list, next part.
SMILES,PLK1 PBD block,DRD3 antagonist,PI5P4Ka inh,GLP-1R inv ag,WRN helicase inh,IL2 activator,D3 ag,HEK293 tox,GLP-1R agonist
C=CCSc1nc2sc3c(c2c(=O)n1CC)CCc1ccccc1-3,2.99µM*,14.3,·,6.8%,-31.0%,-0.2,3.1,6.0%,8.6%
COc1ccccc1C1N(c2ccc(F)cc2)C(=O)C2CCCN21 (stereo not drawn),-4.6%,-1.4,0.5,7.1%,7.5%,-1.4,0.3,?,-7.9%
COc1ccc(/C=N/NC(=O)Cn2cnc3ccccc3c2=O)cc1,0.5%,24.9,0.0,0.0%,-11.5%,2.3,6.1,-4.3%,-6.1%
COc1ccc(Cn2cnc3sccc3c2=O)cc1,-13.5%,-28.3,-0.6,27.8%,2.1%,0.5,-6.8,77.1%[activator],4.8%
CC(C)c1ccc(NC(=O)NCc2ccc(F)cc2)cc1,0.7%,12.4,-1.9,?,3.8%,0.1,-2.8,-24.5%,13.2%
CCOC(=O)C1(Cc2ccccc2)CCCN(CCO)C1 (stereo not drawn),-13.2%,-10.5,-5.3,-24.5%,4.1%,-0.3,-3.8,-2.0%,1.4%
Cc1cc(NC(=O)CSc2nc(-c3cccs3)nc3ccccc23)no1,8.6%,4.2,-7.0,?,-12.1%,-0.5,-7.1,14.6%,21.4%
C=CCn1c(O)c2ccc(C(=O)N=NC(=O)COc3ccccc3F)cc2c1O,-0.8%,5.3,5.6,1.4%,-1.7%,1.0,-3.6,-3.1%,4.6%
CC(C)C[C@@H](CN1CCC[C@@H]1CN1C(=S)NC[C@@H]1Cc1ccc(O)cc1)N1C[C@H](Cc2ccc(O)cc2)N(CCc2ccccc2)C1=S,-8.8%,-2.5,-6.0,?,-15.0%,-1.0,-8.4,?,-3.4%
COC(=O)C[C@@H]1CC[C@H](NC(=O)Nc2ccc(OC)cc2)[C@@H](CO)O1,-4.9%,17.3,-0.3,7.7%,-0.8%,-0.1,2.0,1.9%,·
Cc1cc(C)n(C(=O)C(C)n2nc([N+](=O)[O-])c(Br)c2C)n1 (stereo not drawn),-9.6%,-11.4,1.4,25.5%,-10.6%,-3.2,1.3,31.3%,0.5%
O=C(c1cc2c([nH]c1=O)CCCC2)N1CCc2c([nH]c3ccccc23)C1c1ccccc1F (stereo not drawn),6.3%,1.9,-1.4,?,-7.1%,-1.3,3.4,-2.7%,3.7%
CC1=C([N+](=O)[O-])C(c2ccc(O)c(O)c2)NC(=O)N1 (stereo not drawn),2.8%,9.6,-0.2,?,-5.3%,-2.6,1.5,-11.1%,-5.5%
CC(=O)N1N=C(c2ccccc2)CC1c1ccccc1 (stereo not drawn),-4.3%,13.4,-7.0,-9.7%,-1.3%,-0.8,6.0,0.2%,-2.3%
O=[N+]([O-])c1ccc(-c2ccc(S(=O)(=O)N3CCOCC3)cc2)cc1,-1.3%,0.8,6.6,5.2%,3.8%,0.5,14.7,4.4%,-0.7%
CC1(C(=O)NS(=O)(=O)c2ccc(Cl)s2)CCN1C(=O)C1(c2ccc(Cl)cc2)CC1 (stereo not drawn),-10.9%,-10.2,-10.1,-27.0%,-4.5%,-0.6,1.1,2.2%,-0.6%
CCCCc1cc(=O)oc2c(C)c(OCC(=O)N3CCC(C(=O)O)(c4ccccc4)CC3)ccc12,-3.2%,7.0,0.7,9.1%,-11.9%,-0.5,-6.6,-19.5%,-5.2%
O=C(Cn1ncc(Cl)c(Cl)c1=O)NC1CCS(=O)(=O)C1 (stereo not drawn),-25.4%,-4.2,?,57.4%[activator],-10.4%[11.6 µM],-4.6,-3.3,0.9%,-2.2%
O=[N+]([O-])c1cc([N+](=O)[O-])c(N2CCCCCC2)cc1NCCO,-7.2%,?,·,-10.0%,-21.0%,-0.3,-36.8,-5.4%,21.0%
O=C(NCC(=O)N1CCCC1)c1ccc(Cl)cc1,-5.5%,5.9,-1.1,11.2%,-8.3%,-1.0,-1.7,7.2%,-0.7%
CC(=O)c1ccc(-n2c(CCC(=O)O)ccc2-c2ccc(Br)cc2)cc1,-7.1%,-29.5,-14.1,-14.5%,-5.4%,-1.9,-5.5,-13.3%,4.0%
CCOC(=O)COc1ccsc1C(=O)OC,3.4%,7.8,-2.5,4.8%,-0.5%,-0.6,0.1,2.7%,-7.3%
Cc1ccc(S(=O)(=O)N(C)c2ccccc2C(=O)Nc2c(F)cccc2F)cc1,-3.5%,8.0,-3.8,8.5%,5.2%,1.1,5.9,1.5%,-3.4%

# Some entries already given with just GLP-1R inv ag:
structure,GLP-1R inv ag
CCC(=O)c1ccc(OCC(=O)OC(C)C(=O)NCc2ccc3c(c2)OCO3)cc1 (stereo not drawn),0.2%
CCc1ccc(Nc2nnc(SCC(=O)Nc3cccc(S(=O)(=O)NC4=NCCCCC4)c3)s2)cc1,?

# 2 of these compounds, set out differently:
# Order of values – PLK1 PBD block	DRD3 antagonist	PI5P4Ka inh	GLP-1R inv ag	WRN helicase inh	IL2 activator	D3 ag	HEK293 tox	GLP-1R agonist
- O=C(Nc1ccc(O)cc1)c1cc2ccccc2c(=O)s1
 : -3.4%	-4.0	22.3	-10.1%	-21.8%	0.0	6.0	-26.7%	0.3%
- CCC(=O)c1ccc(OCC(=O)OC(C)C(=O)NCc2ccc3c(c2)OCO3)cc1 (stereo not drawn)
 : -2.5%	-2.8	-3.9	0.2%	5.3%	0.7	-11.8	-13.3%	1.0%
